# Screens from PubChem.
# All columns: NCI-60 one-dose screen, growth in % after 48 h at 10 µM unless noted; 100 = growth as untreated, 0 = no growth, -100 = all killed.
# ACHN = ACHN renal cancer. 81,000 compounds, 4.9% hits. AID 1794771
# 786-0 = 786-0 renal cancer cells | 81,000 compounds, 5.1% hits
# SN12C = SN12C renal cancer cells | 81,000 compounds, 3.8% hits
# CAKI-1 = CAKI-1 renal cancer. 75,000 compounds, 4.7% hits
# UO-31 = UO-31 renal cancer; 81,000 compounds, 5.2% hits
# NCI/ADR-RES = NCI/ADR-RES ovarian cells; 81,000 compounds, 4.4% hits
# TK-10 = TK-10 renal cancer cells. 81,000 compounds, 3.9% hits
# IGROV1 = IGROV1 ovarian cancer | 79,000 compounds, 4.7% hits | AID 1794786
# Numbers without * were called inactive; · = not tested or not shown; & = joins results of further samples. How the source made its calls: active means growth percent below 10; inactive means the rest.
SMILES,ACHN,786-0,SN12C,CAKI-1,UO-31,NCI/ADR-RES,TK-10,IGROV1
Cc1cc2nc(-c3ccccn3)c(-c3ccccn3)nc2cc1C,103,103,113,·,76,94,145,·
O=C(O)CCn1c(-c2ccc(Cl)cc2)nc(-c2ccccc2)c1-c1ccccc1,93,95,·,103,82,99,102,98
CCC(CC)C(=O)Oc1c(C(=O)N(C)C)cccc1-c1ccccc1,94,·,95,89,·,102,97,·
O=[N+]([O-])c1ccc(N2COc3ccc4ccccc4c3C2)cc1,82,94,88,88,56,96,108,118
O=C(O)c1ccccc1-c1ccc([N+](=O)[O-])cc1Cl,93,104,96,83,71,101,119,109
Cc1c(Cl)cccc1NC(=O)c1sc2nc3c(cc2c1N)CCCCCC3,42,23,42,·,55,17,45,43
O=C1CC2(C(=O)N1)c1ccccc1-c1ccccc12,101,99,103,97,85,102,97,85
c1nc(N2CCCCC2)c2[nH]cnc2n1,103,96,109,99,93,96,·,107
CCC(=O)Oc1ccc(/C(=C(/C)Cc2ccc(OC)cc2)c2ccc(OCCCN(C)C)cc2)cc1,110,103,101,90,89,102,105,109
COc1ccc(CNC(=O)C2CSC3c4ccccc4C(=O)N23)cc1 (configuration not stated),95,98,110,98,75,104,105,94
O=Cc1c[nH]c2ncccc12,101,127,99,102,91,94,85,·
Cc1ccc(N=Nc2sc(=O)[nH]c2S)cc1,101,·,96,87,76,101,155,101
CC(C)(C)OC(=O)N[C@@H](Cc1ccccc1)C(=O)N(Cc1ccccc1)C1(C(=O)NCc2ccccc2)CCN(Cc2ccccc2)CC1,41,52,19,·,15,12,62,59
CCCCC(CC)COC(=O)CC(O)(CC(=O)OCC(CC)CCCC)C(=O)OCC(CC)CCCC (configuration not stated),110,95,110,103,110,108,109,·
O=C(CCc1cccs1)Nc1ncc(Cc2ccccc2)s1,108,107,94,92,86,100,111,96
Nc1cn(-c2ccc(F)cc2)nc1NC(=O)N1Cc2nccnc2C1,112,96,109,102,88,96,83,97
COc1ccc(N2C(=O)CCSC2=S)cc1,102,103,101,93,86,103,103,104
Clc1ccc2c(c1)CCc1cccnc1C2=C1CCNCC1,103,97,94,76,66,87,101,104
C#C[C@]1(CO)O[C@@H](n2cnc3c(N)nc(F)nc32)C[C@@H]1O,84,99,91,93,98,98,96,93
N#C/C(=N/Nc1cccc2c1C(=O)c1ccccc1C2=O)c1nn[nH]n1,100,98,102,91,81,103,108,95
O=C1CCC(NC(=S)Nc2ccccc2)N1 (configuration not stated),109,105,97,106,95,97,101,102
Fc1ccc2c(c1)nc(-c1nnc(-c3cnccn3)o1)c1cccn12,94,97,97,91,93,102,131,95
CC1(C)CC(=O)C2=C(C1)OC(C(=O)c1ccc(N=[N+]=[N-])cc1)C2c1cccc(Oc2ccccc2)c1 (configuration not stated),108,104,110,98,94,105,107,108
OC(c1ccccc1)c1nn(CN2CCOCC2)c(=S)n1CCc1ccccc1 (configuration not stated),88,97,89,88,82,104,120,100
CC(C)(C)c1ccc(O)c(Cl)c1,107,107,111,112,72,104,110,99
COc1ccc(C(=O)c2cc(C(=O)/C=C/c3ccc(N(C)C)cc3OC)c3cc(C)ccn23)cc1,99,101,104,91,86,103,111,98
O=C(Nc1ccc(Cl)c2c1C(=O)c1ccccc1C2=O)c1ccccc1,108,101,112,88,108,104,123,115
NS(=O)(=O)Oc1ccc(NC(=O)C23CC4CC(CC(C4)C2)C3)cc1,39,85,95,100,81,87,94,93
COc1cc(C2=NNC(c3ccc(Oc4ccc(Cl)cc4)cc3)C2)cc(OC)c1OC (configuration not stated),100,95,90,86,67,94,110,85
O=C(NCc1ccccc1)c1cccc(N=Cc2c(O)ccc3ccccc23)c1,71,95,88,78,32,87,113,92
CN(C)CCCOc1c2ccccc2nc2c1oc1ccc(Cl)cc12,1.6*,7.3*,12,-6.4*,4.8*,3.6*,·,-6.0*
CC(Nc1ccc(Br)cc1[N+](=O)[O-])C(=O)O (configuration not stated),108,104,104,97,87,105,99,99
COc1ccc(/C(C#N)=C/c2nc3c(N4CCOCC4)nc(Cl)nc3n2C)cc1OC,-51*,-62*,11,-14*,-93*,12,-21*,3.0*
CCN(CC)CCCCCNc1cc(OC(=O)c2ccccc2)cc2cccnc12,97,100,95,91,93,99,145,105
CC(=O)n1nc(C(=O)OC(C)(C)C)c2cc(F)c(F)cc21,108,98,·,101,93,98,113,98
O=c1nc2s/c(=C\c3cccc(F)c3)c(=O)n2c2nc(-c3ccccc3)c(-c3ccccc3)nc12,94,97,96,93,82,98,93,96
O=c1sn(CCI)c(=O)n1Cc1ccc(Cn2c(=O)sn(CCI)c2=O)cc1,92,104,98,93,80,99,101,98
C#CC(O)c1cn(Cc2ccccc2)c2ccccc12 (configuration not stated),104,102,98,·,82,101,92,89
Cn1cc(-c2nnc(N)nc2-c2c[nH]c3ccc(F)cc23)c2cc(Br)ccc21,41,21,38,28,41,15,62,35
COc1cc(C(=O)NNC(=O)c2cccc(OCC(=O)O)c2)cc(OC)c1OC,·,110,104,·,78,101,111,101
O=c1c2cnn(-c3ccccc3)c2n2c(Nc3ccccc3)nnc2n1-c1ccccc1,70,90,96,80,81,78,92,89
CC(=O)NS(=O)(=O)c1c([N+](=O)[O-])ncn1C,113,98,104,·,85,102,92,104
Cc1ccc(S(=O)(=O)NCN2C(=O)c3ccccc3C2=O)cc1,108,103,98,95,92,110,108,107
Cn1c(=O)c2[nH]c(CCCCCC(=O)O)nc2n(C)c1=O,103,106,103,101,92,100,100,102
CCCCCCCCCCCCCCCCCC1=CCCN1C(=S)Nc1ccccc1,89,103,86,85,73,87,86,102
CNC(=O)Nc1ccc(S(N)(=O)=O)cc1,103,100,99,85,87,108,104,113
CC1CCCCN1CCOc1cc([N+](=O)[O-])ccc1C#N (configuration not stated),101,102,·,86,96,106,103,102
C#C[C@]1(O)CCC2C3CCC4=Cc5oncc5C[C@]4(C)C3CC[C@@]21C (some centres not stated),85,91,74,61,63,70,·,97
CC(C)OC(=O)c1ccc2n1CCc1cnc(NC3CCCCC3)nc1-2,115,102,100,95,111,105,97,114
CC(C)(C)c1ccc(OC2CCO2)cc1 (configuration not stated),112,103,105,97,89,96,97,103
O=C(N/N=C/c1ccc(F)cc1)c1ccc2cccc(O)c2n1,94,106,99,97,88,92,171,90
COC(=O)C(=O)C1CCc2c(Cl)cc(OC)c(OC)c2C1=O (configuration not stated),101,108,100,103,80,106,88,112
Cn1c(=O)c2[nH]c(SSc3nc4c([nH]3)c(=O)n(C)c(=O)n4C)nc2n(C)c1=O,98,103,98,96,81,102,103,93
COC(=O)/C=C1/SC(=Nc2ccc([N+](=O)[O-])cc2)N(CCc2c[nH]c3ccccc23)C1=O,65,68,59,73,49,67,103,62
CCOC(=O)c1c[nH]c2ccccc2c1=O,111,110,101,117,90,104,94,133
C(=N\N1CCCCCC1)/c1ccc(/C=N/N2CCCCCC2)cc1,97,95,96,93,90,98,104,108
O=C(CCN1C(=O)CCC1=O)Nc1nccs1,100,102,97,91,72,99,106,95
O=c1/c(=C/c2cn(-c3ccccc3)nc2-c2ccccc2)sc2nc(Cc3ccccc3)nn12,101,104,99,92,85,99,101,99
COc1ccc(-c2csc(C3=C(O)CN(C(C)C)C3=N)n2)cc1OC,103,90,97,82,3.9*,99,94,·
Cc1nc2sc(C(=O)Nc3cccc4ncccc34)c(N)c2cc1C(C)O (configuration not stated),93,86,92,90,81,88,103,74
# (further entries)
SMILES,ACHN,786-0,SN12C,CAKI-1,UO-31,NCI/ADR-RES,TK-10,IGROV1
Cn1nccc1N,105,102,102,97,93,105,105,121
Cc1[nH]c(C(=O)OCc2cn(CCCCNC(=O)COc3cccc4c3C(=O)N(C3CCC(=O)NC3=O)C4=O)nn2)c2c1C(=O)CCCC2 (configuration not stated),97,107,91,79,63,105,110,88
COc1ccc(N=Nc2c(N)nn3c(-c4cc5cc(Br)ccc5oc4=O)ccnc23)cc1,-21*,5.1*,18,12,8.1*,15,62,6.4*
C[n+]1ccc(Nc2ccc(NC(=O)c3ccc(Nc4cc[n+](C)c5ccc(N)cc45)cc3N)cc2)cc1,94&100,99,90&90,91,66,106&92,92,·
CCCCC/C=C/C/C=C/CCCCCCCC1=NC(C)(C)CN1C(C)C,33,62,48,27,26,37,·,8.3*
COc1ccc2[nH]cc(/C=N/Nc3cccc(Cl)n3)c2c1,48,25,39,47,34,22,91,5.4*
Cc1cc(O)c(C(C)C)cc1NC(=O)Nc1ccccc1,99,97,103,97,85,101,108,96
OCCCCC(c1ccc(O)cc1)c1ccc(O)cc1,103,103,102,100,76,101,110,113
COc1ccc(-n2c(SCC(=O)Nc3ccc(S(=O)(=O)Nc4nccs4)cc3)nc3ccccc3c2=O)cc1,87,92,94,86,55,86,116,60
CC(C)CN1CC(Br)C(=O)NC1=O (configuration not stated),106&106,108&128,92&83,101&52,101&102,104&108,99&108,97&78
O=C1NN=C(c2ccc(Cl)cc2)CC12CCCCC2,110,108,108,95,88,105,114,107
CC(C)C(=O)C(c1ccccn1)C(C)C (configuration not stated),101,98,111,78,95,108,102,105
CC1SC(c2ccccc2)N(CCc2cccs2)C1=O (configuration not stated),60,71,69,36,51,56,86,60
C=C1CC[C@@H]2[C@]3(C)COC(c4ccco4)O[C@@H]3CC[C@@]2(C)[C@@H]1CC(O)C1=CCOC1=O (some centres not stated),109,116,94,96,90,89,115,100
CCOC(=O)C1(C)CCCCC1=O (configuration not stated),91,98,88,92,92,106,101,107
CC(=O)C(=Cc1ccc(O)cc1)C(C)=O,105&89,110&98,102&92,81,95&76,110&100,118&90,94&102
CCc1ccccc1NC(=S)Nc1ccccc1CC,108,100,96,97,86,103,108,·
CC(=O)c1sc(Nc2ccccc2)c(C(C)=O)c1C,79,86,83,74,62,89,107,65
COc1ccc2c(c1)CC/C(=C\c1cccc(OCC(=O)Nc3nc4ccccc4s3)c1)C2=O,104,96,117,94,43,108,122,·
NC(=S)N/N=C/c1ncccc1O,11,-17*,21,15,1.4*,-27*,71,-11*
C1CN(CC2CCC(CN3CCOCC3)O2)CCO1 (configuration not stated),39,100,106,·,94,101,96,108
Cc1ccccc1N1CCN(C(=S)Cc2ccc3ccccc3c2)CC1,98,100,101,86,79,99,107,87
CCCCCOC(=O)c1ccc(NC(=O)CCNCC)cc1,79,93,86,59,67,97,95,84
C=C(C)[C@@H]1CC[C@]2(C(=O)O)CC[C@]3(C)[C@H](CC[C@@H]4[C@@]5(C)C[C@@H](CC#Cc6ccc(F)cc6)[C@H](O)C(C)(C)[C@@H]5CC[C@]43C)[C@@H]12,37,59,56,43,52,70,69,90
Nc1nc(C(=O)N/N=C/c2ccc(Cl)cc2)nn1-c1ccc(S(N)(=O)=O)cc1,104,92,108,90,83,100,96,103
COc1ccc(/C=C2/SC(=O)N(CCCC(=O)N3CCN(c4cc5c(cc4F)c(=O)c(C(=O)O)cn5C4CC4)CC3)C2=O)cc1OC,106,98,99,98,86,106,91,109
O=C1OC(c2ccccc2)Sc2ccccc21 (configuration not stated),103,112,113,93,103,101,108,125
NNC(=O)c1cccc([N+](=O)[O-])c1,113&102,95&103,102&99,101&98,89&84,99&99,100&99,102&99
Cc1c(C(=O)C(SC(=S)N2CCN(c3ccccc3)CC2)SC(=S)N2CCN(c3ccccc3)CC2)nnn1-c1ccc([N+](=O)[O-])cc1,104,105,96,101,85,104,108,100
Nc1[nH]nc2ncccc12,96,103,101,92,82,102,·,103
CCc1ccc(/C=C/c2ccc(O)c3ncccc23)[n+](C)c1,89,89,31,·,27,73,85,33
O=C(CSc1nc2ccc([N+](=O)[O-])cc2[nH]1)Nc1ccc(F)cc1,68,63,56,45,38,59,77,68
Cc1ccc(-c2nc3nc(-c4ccccc4)nc(N4CCN(S(=O)(=O)c5ccc(C)cc5)CC4)c3o2)cc1,104,103,101,95,87,102,114,105
CN(C)CCCN(Cc1ccccc1O)C(=O)Nc1ccc(F)cc1,92,117,97,104,74,109,119,114
COc1ccc(C(=O)Oc2c(Cl)cc(Cl)cc2Cl)cc1,106,96,103,100,94,98,97,99
Cc1cc(C#Cc2ccc(C(C)(C)C)cc2)ccc1-n1c(/C=C/c2cccc(Cl)c2)nc2ccccc2c1=O,98,107,88,89,80,96,104,105

# Of the compounds above, these contain an NH in an aromatic ring.
SMILES,ACHN,786-0,SN12C,CAKI-1,UO-31,NCI/ADR-RES,TK-10,IGROV1
c1nc(N2CCCCC2)c2[nH]cnc2n1,103,96,109,99,93,96,·,107
O=Cc1c[nH]c2ncccc12,101,127,99,102,91,94,85,·
Cc1ccc(N=Nc2sc(=O)[nH]c2S)cc1,101,·,96,87,76,101,155,101
N#C/C(=N/Nc1cccc2c1C(=O)c1ccccc1C2=O)c1nn[nH]n1,100,98,102,91,81,103,108,95
Cn1cc(-c2nnc(N)nc2-c2c[nH]c3ccc(F)cc23)c2cc(Br)ccc21,41,21,38,28,41,15,62,35
Cn1c(=O)c2[nH]c(CCCCCC(=O)O)nc2n(C)c1=O,103,106,103,101,92,100,100,102
Cn1c(=O)c2[nH]c(SSc3nc4c([nH]3)c(=O)n(C)c(=O)n4C)nc2n(C)c1=O,98,103,98,96,81,102,103,93
COC(=O)/C=C1/SC(=Nc2ccc([N+](=O)[O-])cc2)N(CCc2c[nH]c3ccccc23)C1=O,65,68,59,73,49,67,103,62
CCOC(=O)c1c[nH]c2ccccc2c1=O,111,110,101,117,90,104,94,133
Cc1[nH]c(C(=O)OCc2cn(CCCCNC(=O)COc3cccc4c3C(=O)N(C3CCC(=O)NC3=O)C4=O)nn2)c2c1C(=O)CCCC2 (configuration not stated),97,107,91,79,63,105,110,88
COc1ccc2[nH]cc(/C=N/Nc3cccc(Cl)n3)c2c1,48,25,39,47,34,22,91,5.4*
Nc1[nH]nc2ncccc12,96,103,101,92,82,102,·,103
O=C(CSc1nc2ccc([N+](=O)[O-])cc2[nH]1)Nc1ccc(F)cc1,68,63,56,45,38,59,77,68
